# High-throughput results from PubChem BioAssay.
# KDM5B inhibitor = Primary screen for KDM5B Histone Demethylases FDH-coupled qHTS | Lysine-specific demethylase 5B (Homo sapiens), Q9UGL1 | Potency, µM (highest dose often 57.7 µM), inactives show at the highest dose activity change, negative = inhibition, usual class: inhibitors | AID 1347165, 2019 | 2.6% of 220,000 active | KDM5B demethylase, FDH-coupled NADH fluorescence (FDH is formaldehyde dehydrogenase); active = well fitted inhibition curve with a large enough effect; inconclusive = small, poorly fitted or top-dose-only effect; inactive = no such curve, though single readings can be large or run the other way; note: 0% is about no effect; nearly all actives have a fitted effect of over 70% in size
# Target sequence (Q9UGL1 whole entry, looked up): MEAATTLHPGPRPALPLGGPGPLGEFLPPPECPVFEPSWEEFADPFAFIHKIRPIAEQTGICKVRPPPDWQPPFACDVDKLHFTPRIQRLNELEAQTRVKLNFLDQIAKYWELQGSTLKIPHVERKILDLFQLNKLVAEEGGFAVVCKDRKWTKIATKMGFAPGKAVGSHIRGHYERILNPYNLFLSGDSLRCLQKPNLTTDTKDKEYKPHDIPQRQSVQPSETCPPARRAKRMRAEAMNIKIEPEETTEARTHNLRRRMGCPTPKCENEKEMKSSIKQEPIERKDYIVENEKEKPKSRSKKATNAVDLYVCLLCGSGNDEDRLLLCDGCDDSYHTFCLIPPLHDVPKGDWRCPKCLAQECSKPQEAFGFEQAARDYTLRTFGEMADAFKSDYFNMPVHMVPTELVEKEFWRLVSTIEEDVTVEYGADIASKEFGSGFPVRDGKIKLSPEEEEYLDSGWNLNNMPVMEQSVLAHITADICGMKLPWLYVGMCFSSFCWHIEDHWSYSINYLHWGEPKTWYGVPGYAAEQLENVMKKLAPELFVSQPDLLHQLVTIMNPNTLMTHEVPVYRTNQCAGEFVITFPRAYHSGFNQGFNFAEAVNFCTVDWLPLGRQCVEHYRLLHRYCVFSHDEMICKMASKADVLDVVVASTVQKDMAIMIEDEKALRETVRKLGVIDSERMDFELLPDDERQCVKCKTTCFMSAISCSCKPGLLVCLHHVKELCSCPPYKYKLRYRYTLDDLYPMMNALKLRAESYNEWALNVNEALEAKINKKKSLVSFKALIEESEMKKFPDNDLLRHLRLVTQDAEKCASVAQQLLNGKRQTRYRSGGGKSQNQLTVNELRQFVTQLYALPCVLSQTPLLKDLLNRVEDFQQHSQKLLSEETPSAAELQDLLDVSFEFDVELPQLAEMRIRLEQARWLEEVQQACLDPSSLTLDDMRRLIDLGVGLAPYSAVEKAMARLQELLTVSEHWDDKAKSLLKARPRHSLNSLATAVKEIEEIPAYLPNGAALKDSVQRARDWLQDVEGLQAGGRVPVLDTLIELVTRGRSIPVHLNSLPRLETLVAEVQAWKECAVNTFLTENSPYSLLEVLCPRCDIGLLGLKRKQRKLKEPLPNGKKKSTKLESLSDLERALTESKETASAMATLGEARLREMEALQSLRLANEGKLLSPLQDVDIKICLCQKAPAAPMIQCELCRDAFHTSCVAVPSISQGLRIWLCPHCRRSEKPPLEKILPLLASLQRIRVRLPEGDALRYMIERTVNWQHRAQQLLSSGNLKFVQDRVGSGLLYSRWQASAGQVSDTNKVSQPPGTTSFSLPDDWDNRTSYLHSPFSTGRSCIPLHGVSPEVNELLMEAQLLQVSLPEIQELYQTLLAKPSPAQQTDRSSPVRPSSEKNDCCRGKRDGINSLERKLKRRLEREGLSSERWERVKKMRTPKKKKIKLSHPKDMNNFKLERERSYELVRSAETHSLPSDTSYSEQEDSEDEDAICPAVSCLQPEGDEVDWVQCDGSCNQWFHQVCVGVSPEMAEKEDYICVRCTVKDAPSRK
#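 KDM5BΔAP (200 nM final) in 50 mM HEPES pH 7.5, 0.01% Tween-20 was preincubated 10 min at RT with compound over a concentration range. Substrate mix (H3K4me3 12.5 µM, α-KG 25 µM, Fe²⁺, ascorbate, NAD⁺, FDH) was added, and NADH fluorescence change over 30 min gave dose-response curves.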
# The depositor's hits bear a star; ? = inconclusive; & = joins results of further samples; [ ] = remark or other dose. Potency is the fitted concentration of half-maximal effect. Some of the compounds tested; rates above refer to the full screens.
SMILES,KDM5B inhibitor
CCSc1nc2n(n1)C(c1cccs1)C1=C(CCCC1=O)N2 (centres undefined),?
Cc1ccc(-c2cc(C(=O)NCc3ccccn3)c3ccccc3n2)s1,?
O=C1C/C(=C/c2c[nH]c3ccccc23)C(=O)N1c1ccccc1,10.8%
COc1cc(CN(CC2CCCO2)C(=O)COc2ccc(Cl)cc2Cl)cc(OC)c1OC (centres undefined),16.6%
Cc1ccccc1C(=O)Nc1nnc(S(=O)(=O)N2CCCCCC2)s1,-2.7%
CN(C)c1ccc(NC(=O)CCn2ccn3nc4c(c3c2=O)CCCC4)cc1,-25.8%
CCCn1c(=O)n(CC(=O)Nc2ccccc2-c2ccccc2)c(=O)c2c1nc(C)n2CCOC,10.5%
O=C(NCCN1CCC(Cc2ccccc2)CC1)C1(CCO)CC12CCOCC2 (centres undefined),11.4%
CN1C(=O)CO[C@H](c2ccc(NC(=O)CCc3ccccc3)cc2)[C@H]1CO,21.1%[86.2 µM]
CC[C@@]1(C(=O)O)C[C@H](C(=O)NC(CO)CO)[C@H](c2ccc(OC)cc2)N1C,-21.0%
Cc1cccc2c(C(=O)O)cc(-c3ccc(-c4ccccc4)cc3)nc12,?
Cc1ccc(C2NC(=O)N(CC(=O)NC(C)(C)C)C3=C2C(=O)OC3)cc1 (centres undefined),-4.9%
COc1cccc(-c2nc(SCC(=O)Nc3ccc4c(c3)OCO4)c(-c3ccccc3)[nH]2)c1,9.7%
O=C(NC(NC(=O)c1ccccc1F)c1ccc(Br)cc1)c1ccccc1F,0.1%
COc1ccc(CNC(=O)c2nn(C)c3c2CS(=O)(=O)c2ccccc2-3)cc1,-11.8%
CC(C)N(Cc1ccccc1)C(=O)CN1C(=O)COc2ccc(S(=O)(=O)NC3CCCC3)cc21,-14.6%
COc1ccccc1C1C2=C(CC(C)(C)CC2=O)Nc2n[nH]c(-c3ccccc3)c21 (centres undefined),?
Cc1nnnn1CCCN1C[C@H](NC(=O)CC2CCC2)[C@@H](C(C)C)C1,-1.9%
Cc1cccc(NC(=O)N2CC3CN(C)CC(C2)O3)c1,22.4%
COc1ccc(C(=O)N2CCN(Cc3ccccn3)CC2)cc1,?
Cc1oc(-c2ccccc2)nc1C(=O)OCC(=O)NCc1ccc(Cl)cc1,-0.2%
Cc1c(-c2ccccc2)c(=O)oc2cc(OCC(=O)OC(C)C)ccc12,?
O=C(CC1C(=O)N(c2ccccc2)C(=O)N1CCc1cccs1)Nc1ccc(F)cc1 (centres undefined),3.9%
CCOc1ccc(CNCc2c(C(=O)O)c(C)n(Cc3ccccc3Cl)c2C)cc1,5.7%

# 3 compounds already listed, sorted by the value under KDM5B inhibitor, falling.
Molecule	KDM5B inhibitor
Cc1cccc(NC(=O)N2CC3CN(C)CC(C2)O3)c1	22.4%
COc1cccc(-c2nc(SCC(=O)Nc3ccc4c(c3)OCO4)c(-c3ccccc3)[nH]2)c1	9.7%
CCOc1ccc(CNCc2c(C(=O)O)c(C)n(Cc3ccccc3Cl)c2C)cc1	5.7%

# (next part)
SMILES,KDM5B inhibitor
Nc1nc(C(c2ccccc2)c2ccccc2)cs1,16.3%
C[C@H](NC(=O)c1ccc(C(C)(C)C)cc1)C(=O)N1CCN(C/C=C/c2ccccc2)CC1,-12.6%
CC(=O)Nc1ccc(Sc2ncccn2)cc1,5.4%
COc1ccc(C2(C(=O)N3CCCC(c4[nH]ccc4C(N)=O)C3)CC2)cc1 (centres undefined),18.9%
COCCNC(=O)[C@@H]1C[C@H](Oc2ccccc2)CN1C(=O)NC(C)(C)C,4.8%
COC(=O)c1ccccc1NC(=O)Cn1nc(C(F)(F)F)c2c1CCCC2,-55.9%
CC(C)(C)c1ccc(S(=O)(=O)NCCO)cc1,20.2%
CCOc1ccc(Cn2cnc3c2c(=O)n(C)c(=O)n3C)cc1OCC,22.4%
CC(C)NC(=O)c1sc2ncccc2c1-n1cccc1,-23.1%
O=C(c1cc(-c2ccccc2)nc2ccccc12)N(Cc1ccco1)C1CC1,-11.8%
Cc1cnc(CC2CCN(C(=O)C3CCCC3)C2)n1CC1CC1 (centres undefined),11.7%
COc1ccc(C(=O)N[C@@H]2CCC[C@@H]2C(=O)N2CCSCC2)cc1,4.3%

# Three entries already listed, sorted by formula weight, highest first:
SMILES,KDM5B inhibitor
O=C(c1cc(-c2ccccc2)nc2ccccc12)N(Cc1ccco1)C1CC1,-11.8%
COCCNC(=O)[C@@H]1C[C@H](Oc2ccccc2)CN1C(=O)NC(C)(C)C,4.8%
CC(C)NC(=O)c1sc2ncccc2c1-n1cccc1,-23.1%

# Following part:
SMILES,KDM5B inhibitor
N#C/C(=C\c1ccc(-c2ccccc2)o1)c1nc2ccccc2[nH]1,11.7%
Cc1cccc2[nH]c3c(N4CC=C(c5ccc(F)cc5)CC4)ncnc3c12,?
O=C(c1ccccc1OCc1ccccc1)N1CCNCC(O)C1 (centres undefined),11.2%
COc1cccc(N2C(=O)NC(=NC3CCCC3)C23CCCN([S+](=O)([O-])c2cccc(OC)c2)C3)c1 (centres undefined),23.7%[115 µM]
COCCOc1nc2c(c(=O)n(C)c(=O)n2C)n1Cc1ccc(C)cc1,16.6%
Oc1cccc(C(O)CNC/C=C/c2ccccc2)c1 (centres undefined),?
COc1cccc(CC(=O)N2CC(Oc3ccc(-c4noc(-c5ccncc5)n4)cc3)C2)c1,?
O=C1COc2ccc(OCc3ccccc3)nc2CN1Cc1ccc(F)cc1,238.6%[activator][86.2 µM]
CCS(=O)(=O)N1CCC(CCOC)(NC(=O)C2CC2)CC1,23.5%
COc1ccc(NC(=O)Cn2cccc2-c2nc(-c3ccc4c(c3)OCO4)no2)cc1,30.6%[activator]
COCCOCc1nc(C2CCN(C(=O)Nc3ccc(OC)c(OC)c3)CC2)no1,4.4%
COc1ccccc1-n1cc(C(=O)c2cc(C)ccc2O)cc(C#N)c1=O,-13.5%

# Quoted at random: 5 compounds from above, in no set order.
SMILES,KDM5B inhibitor
Cc1ccc(-c2cc(C(=O)NCc3ccccn3)c3ccccc3n2)s1,?
C[C@H](NC(=O)c1ccc(C(C)(C)C)cc1)C(=O)N1CCN(C/C=C/c2ccccc2)CC1,-12.6%
O=C1COc2ccc(OCc3ccccc3)nc2CN1Cc1ccc(F)cc1,238.6%[activator][86.2 µM]
COCCOc1nc2c(c(=O)n(C)c(=O)n2C)n1Cc1ccc(C)cc1,16.6%
O=C1C/C(=C/c2c[nH]c3ccccc23)C(=O)N1c1ccccc1,10.8%

# Later entries.
SMILES,KDM5B inhibitor
CCc1nnc2n1N=C(c1ccc(Cl)cc1Cl)CS2,13.8%
NS(=O)(=O)c1ccc(NC(=O)c2ccc(S(=O)(=O)N3CCCCC3)cc2)cc1,-9.9%
CCOc1ccc(C(=O)c2cn(CC(=O)Nc3ccc(C)c(Cl)c3)c3ccc(OCC)cc3c2=O)cc1,4.2%
CCOc1ccc(C(=O)NC23CC4CC(CC(C4)C2)C3)cc1,22.5%
O=C(c1cscn1)N1CCC2(COc3ncccc3S(=O)(=O)N2)C1 (centres undefined),-0.6%[115 µM]
Cc1ccc(-c2nn(C)c(=O)c3c2CCCC3)cc1S(=O)(=O)N1CCCCC1,14.6%
COc1ccc(N2CC(NC(=O)c3ccco3)CC2=O)cc1 (centres undefined),-7.8%&-0.6%
COc1cccc(N2CCN(C(=O)c3cnn(-c4ccc(C)cc4C)c3C3CCN(C(=O)OC(C)(C)C)CC3)CC2)c1,-4.8%
CN(C)CCNC(=O)[C@H]1C[C@@H](O)[C@H](O)[C@@H]2N=C(Nc3ccc(Cl)cc3)S[C@@H]21,-29.5%[86.2 µM]
CN1CCC(N(C)C(=O)CCC[C@@H]2[C@H]3CCCN4CCC[C@@H](CN2C(=O)c2ccccc2)[C@@H]34)CC1,-26.9%
COC(=O)c1ccc(NS(=O)(=O)c2ccc(-n3cccn3)cc2)cc1,-3.0%
CC(C)CNC(=O)N1[C@@H]2CC[C@H]1CC(NC(=O)c1ccc(F)cc1)C2 (some centres undefined),-4.8%
CNC(=O)CCn1ncc2cc(OCc3ccccc3-c3c(Cl)cccc3OC)ccc21,-2.2%
N#CC1(C(=O)Nc2cccc(Br)c2)CCCC1,21.8%
COc1cccc(N2C(=O)NC(=NC3CCCC3)C23CCCN(C(=O)c2ccccc2)C3)c1 (centres undefined),26.5%[115 µM]
O=C(CSc1cn(CC(=O)N2CCCCC2)c2ccccc12)NCc1ccccc1,?
CS(=O)(=O)N1CCOc2ccc(CCC(=O)N3CCCCC3)cc2C1,-28.4%
COc1ccccc1N(C(=O)c1ccco1)C(C(=O)NC1CCCC1)c1ccncc1 (centres undefined),3.6%
Cc1csc(CNC(=O)C2CCCN(C3CCN(Cc4cccnc4)CC3)C2)n1 (centres undefined),-16.7%
O=C(Nc1ccccc1)N1CCN(CCc2ccccc2)CC1,7.5%
COc1ccc(-c2noc(-c3ccc(N4CCCOCC4)nc3)n2)cc1,31.6µM*
CCCNC(=S)Nc1cccc(C)c1,17.7%
Cc1ccc(-c2c[n+](CC(=O)Nc3c(C)cccc3C)c3n2CCC3)cc1,21.1%
COc1ccc(C(=O)N[C@H]2C[C@@H]3CC[C@H]2C3)cc1,3.4%
CC1=CC(C)C2(CO)COC(c3ccccc3)C1C2C (centres undefined),22.1%
O=C(N/N=C/c1cccnc1)c1cc(-c2ccccc2Cl)nc2ccccc12,4.6%
O=C(c1cccs1)N1CCC(N2C(=O)C(OCC3CC3)C23CCCCC3)CC1 (centres undefined),-3.2%
CN(Cc1cccs1)C(=O)c1ccc(S(C)(=O)=O)cc1,2.5%
COc1cc(C2Nc3ccccc3C(=O)N2NS(C)(=O)=O)ccc1O (centres undefined),?
O=C(c1cnccn1)N1C[C@@H]2OCC(=O)N(CC3CC3)[C@@H]2C1,-13.5%[86.2 µM]
N#Cc1ccc(OCC(=O)NOCc2ccccc2)cc1,6.5%
O=C(CSc1ccccc1)OCc1cc(=O)n2nc(C3CC3)sc2n1,6.1%
Fc1ccc(-c2nc3ccccc3o2)cc1,?
O=C(Nc1ccc(F)c(F)c1F)C12CC3CC(CC(Cl)(C3)C1)C2,23.0%
O=C(Cn1cnc2sccc2c1=O)N1CCOCC1,-9.1%
Cc1ccc(NNC(=O)c2ccno2)cc1Cl,11.8%
CC(C)(C)OC(=O)N1Cc2ccccc2C[C@H]1C(=O)NCC(=O)Nc1ccc2c(c1)OCO2,0.4%
CC1CCN(c2nc3c(c(=O)[nH]c(=O)n3C)n2CCSc2nc3ccccc3[nH]2)CC1,5.7%
COc1ccccc1N1CCN(c2nc3c(S(=O)(=O)c4ccccc4)nnn3c3ccc(Cl)cc23)CC1,-17.9%
COC[C@H]1NC(=O)CC[C@H]1C(=O)Nc1cc(OC)ccc1OC,-4.0%
Cc1noc(C)c1CN1CCNc2cc(-c3ccccc3)ncc2C1,?
Cc1cccc(N2CCN(C(=O)c3c4c(nc5ccccc35)C(=O)N(C3CCCCC3)C4)CC2)c1C,11.3%
COc1ccc(SCc2cc(=O)c3ccc(C)c(C)c3[nH]2)cc1,1.1%
CCN(CC)C(=O)CSc1nc2cc3c(cc2c(=O)n1CCCC(=O)NCc1ccc(OC)cc1)OCO3,-1.5%
CC1CCN(S(=O)(=O)N2CC=C(c3c[nH]c4ccccc34)CC2)CC1,-25.5%
O=C1CCc2cc(NC(=O)C3CCC3)ccc2N1,?
O=C(OC1CCCCC1=O)c1cccc(Br)c1 (centres undefined),-8.5%
O=S(=O)(NCC1(COc2cnccn2)C[C@@H](O)[C@@H](O)C1)c1ccc(F)cc1 (some centres undefined),?
CCc1ccc(C(=O)N2CCC(Cc3nc(-c4ccc(F)cc4)no3)CC2)cc1,0.8%
Cc1noc(-c2ccc3c(c2)OCO3)c1C(=O)N1CCC(Cc2ccccc2)CC1,?
Cc1ccc(N2C(=O)CSC23C(=O)N(CC(=O)Nc2ccc(C)cc2C)c2ccccc23)cc1 (centres undefined),-8.7%
COC(=O)c1ccc(COC(=O)c2ccc3c(c2)NC(=O)CS3)cc1,-6.1%
N#Cc1ccc(O[C@@H]2CCOC[C@H]2NC(=O)CCCn2cncn2)cc1,-22.6%
CCc1ccccc1NC(=O)N1CCN(Cc2ccc(Cl)s2)CC1,18.0%
O=C(CSc1cc(Cl)ccc1Cl)NC1CCS(=O)(=O)C1 (centres undefined),17.1%
COc1cc(C(=O)Nc2sc3ccccc3c(=O)c2-c2ccccc2)cc(OC)c1OC,-8.9%
Cc1ccc(-c2nc(SCCOc3ccccc3C)n3[nH]c(=O)cc3n2)cc1,-14.3%
CCCOc1ccc(NC(=O)C(C)Oc2ccc(C)c(C)c2)c2cccnc12 (centres undefined),-2.5%
Cc1ccc2c(Cl)cc(Cl)c(OCc3nccn3C(F)F)c2n1,?
CC[N+]1(CC=C(C)C)CCCCC1,27.6%

# Further structures:
SMILES,KDM5B inhibitor
CCOCCOC1CCN(C(=O)Nc2cccc(C)c2)CC1,15.1%
O=C(NCc1ccc(F)cc1)c1cc2cc(Cl)ccc2[nH]1,-10.1%
CC(O)c1cc2n(n1)CCCN(C(=O)CCc1cn3ccccc3n1)C2 (centres undefined),25.1µM*
COc1ccccc1/C=C/C(=O)Oc1c(C)ccc(C)c1C,?
COc1ccc(C(=O)N2CCC3(CCC(=O)N(Cc4ccccc4)CC3)CC2)c(OC)n1,8.9%
O=C(N1CCC(Cc2nc(C3CCOCC3)no2)CC1)C1(c2ccccc2)CC1,3.9%
CCCCN(CC)CCCNC(=O)c1ccc2c(c1)NC(=O)CN2C,?
CCOc1ccc2nc(Nc3nc(C)cc(=O)[nH]3)nc(C)c2c1,12.7%
O=C(COc1ccc(Cl)cc1)Nc1ccccc1C(=O)OCc1cc(=O)n2ccsc2n1,-11.3%
Cc1noc(-c2ccc(OC3CN(C(=O)CCCc4ccccc4)C3)cc2)n1,-7.2%
Nc1cc(Cl)ccc1Nc1ccncc1,19.8%
CCOC(=O)C1CCN(S(=O)(=O)c2ccc(Cl)nc2)CC1,24.1%
COc1cc(C)c(S(=O)(=O)N2CCN(c3cc(N4CCCC4)nc(C)n3)CC2)cc1C,113.9%[activator]
